CatS block: human cathepsin S inhibition. 62,000 tested, 0.06% active. P25774. recombinant cathepsin S, AMC dipeptide fluorescence, pooled mixtures. AID 501. inhibition, %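 (tested at 5 µM per compound within 10-compound mixtures)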; in the data active = inhibition above about 32%, passing the limit was not always enough;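 also: 0% = enzyme without compound and 100% = blank without enzyme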
CatB mix inh: human cathepsin B inhibition by mixtures; Purified cathepsin B, AMC dipeptide fluorescence, compound mixtures; AID 488; 62,000 tested, 0.06% active; inhibition, %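 (ten-compound pools at 5 µM per compound and 50 µM total)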; P07858; in the data active = inhibition above about 22%, passing the limit was not always enough;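 also: 0% = enzyme without compound and 100% = no enzyme blank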
FXIIa inh mix: inhibitors of human coagulation factor XIIa, pooled mixtures; inhibition, % at 5 µM; P00748; 62,000 tested, 0.2% active; purified FXIIa, fluorogenic substrate;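 also: 0% = enzyme without compound and 100% = no enzyme blank; some results filed as inactive read as strong as hits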
CatB block: blocks human cathepsin B protease activity | P07858 | purified cathepsin B, fluorogenic substrate, fluorescence | inhibition, %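 (tested at 10 µM)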 | 63,000 tested, 0.1% active | AID 453; in the data active = inhibition above about 21%;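 also: 0% = enzyme with no compound and 100% = no enzyme blank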
C1s inh: human complement C1s inhibition; purified C1s, fluorogenic AMC substrate, pooled mixtures; mean inhibition % of two 10-compound mixtures (stronger effect = higher value), % at 5 µM (by protocol); 62,000 tested, 0.16% active; AID 538; P09871;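 active = inhibition above 20% in each of the two 10-compound mixture wells holding the compound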;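 also: 0% = enzyme wells lacking compound mixture and 100% = no-enzyme blank wells; some compounds called inactive have numbers as strong as hits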
Target sequence (P09871 16-437 limits assumed): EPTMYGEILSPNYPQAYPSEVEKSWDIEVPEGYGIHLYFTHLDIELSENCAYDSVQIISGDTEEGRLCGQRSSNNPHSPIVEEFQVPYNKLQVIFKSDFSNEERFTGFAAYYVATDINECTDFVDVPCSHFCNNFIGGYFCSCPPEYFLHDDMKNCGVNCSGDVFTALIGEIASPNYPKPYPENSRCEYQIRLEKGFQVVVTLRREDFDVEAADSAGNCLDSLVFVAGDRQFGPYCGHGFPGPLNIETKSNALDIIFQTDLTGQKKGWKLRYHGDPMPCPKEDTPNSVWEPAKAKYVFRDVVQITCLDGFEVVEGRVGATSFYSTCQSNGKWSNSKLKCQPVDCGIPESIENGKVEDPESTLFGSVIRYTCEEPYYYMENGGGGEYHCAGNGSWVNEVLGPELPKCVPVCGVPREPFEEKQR
Target sequence (P09871 438-688 limits assumed): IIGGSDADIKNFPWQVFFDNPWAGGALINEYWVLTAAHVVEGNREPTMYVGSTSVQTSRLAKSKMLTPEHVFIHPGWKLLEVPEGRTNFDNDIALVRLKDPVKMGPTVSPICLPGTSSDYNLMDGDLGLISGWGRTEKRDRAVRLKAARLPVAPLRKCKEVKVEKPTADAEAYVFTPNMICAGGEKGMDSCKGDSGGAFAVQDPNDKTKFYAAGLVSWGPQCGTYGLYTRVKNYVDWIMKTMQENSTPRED
CatL block: inhibitors of human cathepsin L. purified cathepsin L, fluorogenic substrate, fluorescence. AID 460. 58,000 tested, 0.17% active. P07711. inhibition, %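 (tested at 10 µM)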; in the data active = inhibition above about 45%;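 also: 0% = enzyme with no compound and 100% = no enzyme blank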
AP complement: orthogonal test for alternative complement pathway inhibitors; Human serum alternative complement pathway, LPS-coated ELISA, C3 deposition; tested in compound mixtures; inhibition, % at 5 µM; 62,000 tested, 0.08% active;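 active = inhibition above 30% in each of the two pooled mixtures holding the compound, so the lower value exceeds 30%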;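 also: 0% = serum in Mg-EGTA without compound and 100% = EDTA serum blank; some compounds past the cut are filed as inactive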
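Test system: human serum alternative complement pathway, C3 deposition on LPS-coated wells; also added: Plate-bound LPS; doses: 5 µM per compound in ten-compound mixtures; schedule: 1 h at 37 °C; detection: Anti-C3 ELISA, OD 450 nm; evaluation: percent inhibition of C3 deposition onto LPS; repeats: two pool placements per compound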
FXIa mix inh: factor XIa (human) inhibition, mixture screen | inhibition, % at 5 µM | purified FXIa, fluorogenic substrate, pooled mixtures | 62,000 tested, 0.19% active | P03951;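 also: each value is inhibition by a whole ten-compound pool holding the compound; 0% = enzyme with no mixture and 100% = wells lacking enzyme; strong numbers were not always called active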
Cathepsin G inh: inhibitors of human cathepsin G | P08311 | 62,000 tested, 0.2% active | AID 581 | inhibition, % at 5 µM (by protocol) | purified enzyme, AMC-tetrapeptide fluorescence, pooled mixtures;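 active = inhibition above 20% in each of the two mixture wells holding the compound; inactive = inhibition of 20% or less in either well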;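 also: 0% = enzyme control without mixture and 100% = blank lacking enzyme; strong numbers were not always called active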
Target sequence (P08311 21-244 limits assumed): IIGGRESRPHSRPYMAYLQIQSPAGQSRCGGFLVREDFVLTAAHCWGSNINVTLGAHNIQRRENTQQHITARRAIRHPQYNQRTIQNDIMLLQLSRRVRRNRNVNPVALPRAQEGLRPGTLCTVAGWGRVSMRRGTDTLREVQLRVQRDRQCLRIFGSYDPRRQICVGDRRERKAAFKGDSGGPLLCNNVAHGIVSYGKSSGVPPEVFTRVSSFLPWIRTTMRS
* marks the source's active call; other numbers are inactive results; x = not tested or not shown. Rule as the data show it, unless noted: active = inhibition above about 20% (passing the limit was not always enough); inactive = the rest. A portion of the library. The share of hits here may be higher or lower than overall.

Every second line gives: CatS block	CatB mix inh	FXIIa inh mix	CatB block	C1s inh	CatL block	AP complement	FXIa mix inh	Cathepsin G inh
- COc1ccc(C2C3=C(CC(C)(C)CC3=O)N(CCN3CCOCC3)C3=C2C(=O)CC(C)(C)C3)cc1
    9	3	1	7	-18	-8	0	-1	-2
- O=S(=O)(c1ccc(OCC(O)CN2CCN(c3ccccc3)CC2)cc1)N1CCOCC1 (centres undefined)
    -7	6	10	-3	5	1	11	7	0
- CSCCC1NC2(C(=O)Nc3c(Cl)cccc32)[C@@H]2C(=O)N(C3CCCC3)C(=O)[C@H]12 (some centres undefined)
    13	12	-1	1	-17	-1	-9	5	-8
- CCc1ccccc1S(=O)(=O)Cc1ccc(C(=O)NCC2CCCO2)o1 (centres undefined)
    10	8	5	-5	-14	24	10	4	2
- C#CCOC(=O)c1ccccc1C(=O)N(CC)CC
    11	4	5	4	9	6	-4	5	6
- CC(C)(C)NC(=O)c1ccc2c(c1)N(CC(=O)N1CCN(c3ccc(F)cc3)CC1)C(=O)C(C)(C)O2
    5	7	7	-3	-3	11	13	-2	-1
- Cc1cccc(-n2ncc(C#N)c2N)c1
    -7	6	7	1	11	-2	12	6	10
- O=C1CSC(c2ccccc2)N1CC12CC3CC(CC(O)(C3)C1)C2 (centres undefined)
    -3	0	6	5	-13	2	2	0	-4
- Cn1c(COc2ccccc2)nnc1SCC(=O)NCc1ccccc1
    3	2	3	2	1	6	15	2	6
- COc1ccc(N(CC(=O)NC2CCCCC2)S(=O)(=O)c2cccnc2)cc1
    -2	-1	-23	2	13	-1	9	5	7
- CC(=O)c1ccc(N2CCN(c3ccc(C(F)(F)F)cn3)CC2)cc1
    -3	2	9	5	-3	-5	20	1	7
- CCn1c(SCC(=O)Nc2nc3c(s2)CCCC3)nnc1-c1ccccc1
    -6	-7	3	1	-19	8	13	-6	6
- Cc1cccc(N2CCN(C(=O)c3cc4c(=O)n(C)c5ccccc5c4n3C)CC2)c1C
    8	0	1	2	-43	9	18	-3	-5
- COc1ccc(Cc2nc(-c3ccc(Cl)cc3)no2)cc1
    9	2	-11	0	5	10	-6	2	4
- COc1cccc(OC)c1OCCNCCO
    -6	1	-18	-1	5	3	5	11	3

Only FXIa mix inh, CatL block and AP complement, for 2 of the compounds above:
canonical_smiles | FXIa mix inh | CatL block | AP complement
CCn1c(SCC(=O)Nc2nc3c(s2)CCCC3)nnc1-c1ccccc1 | -6 | 8 | 13
COc1ccc(C2C3=C(CC(C)(C)CC3=O)N(CCN3CCOCC3)C3=C2C(=O)CC(C)(C)C3)cc1 | -1 | -8 | 0

The listing continues:
Every second line gives: CatS block	CatB mix inh	FXIIa inh mix	CatB block	C1s inh	CatL block	AP complement	FXIa mix inh	Cathepsin G inh
- CC1(CCc2ccccc2)NC(=O)N(Cc2nnc(-c3ccccc3Br)o2)C1=O (centres undefined)
    -10	3	5	1	3	-3	26	2	7
- CC(=O)Nc1ccc(S(=O)(=O)NCCN2CCOCC2)cc1
    12	1	-2	-1	4	1	4	2	9
- O=C(OCC(=O)N1CCCC1)c1ccccc1OCc1ccccc1
    -1	-6	-19	1	2	2	17	-3	9
- c1coc(CNc2ncnc3ccccc23)c1
    0	1	10	1	1	11	19	12	2
- COc1cc(S(=O)(=O)NCc2ccccc2)ccc1F
    7	-1	0	1	-17	12	1	-2	3
- Cn1c(=O)c2cc(S(=O)(=O)NC(C(=O)Nc3cccnc3)c3ccccc3)ccc2n(C)c1=O (centres undefined)
    15	4	-3	3	10	x	13	5	11
- Cc1ccc(C)c(Cn2c(=O)c3c(nc4n3CCN4Cc3ccco3)n(C)c2=O)c1
    -9	5	8	-5	-27	-4	11	7	-2
- CN(Cc1ccccc1)c1nc2c(c(=O)[nH]c(=O)n2C)n1CCOc1ccccc1
    11	-3	0	-2	-1	-9	-8	3	-4
- Cc1c(C(=O)Nc2ccccc2Cl)oc2ccc(S(=O)(=O)N3CCC4(CC3)OCCO4)cc12
    12	7	4	-5	-5	23	9	8	1
- CCCCCn1c(SCc2cccc(C)c2)nc2c1c(=O)[nH]c(=O)n2C
    -15	0	2	-2	-49	-6	21	-8	0
- COc1ccc(C)cc1-n1c(-c2ccncc2)n[nH]c1=S
    3	1	0	1	-15	4	-6	-2	-8
- COC(=O)C1CCN(C(=O)c2cc(OC)c(OC)c(OC)c2)CC1
    14	5	-5	7	-16	-4	-13	6	-12
- CCOCCCNC(=O)c1cccs1
    7	-4	-2	1	4	8	-2	-3	3
- COn1c(SCC(N)=O)nc2ccccc2c1=O
    -3	0	3	-3	-4	-2	-6	4	-3
- COc1ccc(-c2nnc3ccc(SCC(N)=O)nn23)cc1OC
    1	2	11	-7	-30	-4	13	2	-1
- CCN(CC)CCCNC(=O)Cc1c(C(=O)O)n(C)c2ccccc12
    -2	1	6	-1	-4	1	13	3	-2
- CN1CCN(CCCCC(=O)c2ccccc2)CC1
    -4	0	1	-4	-18	-3	7	5	9
- O=C(O)C1C2C=CC(C2)C1C(=O)Nc1ccc2c(c1)OCCO2 (centres undefined)
    -8	2	12	2	2	-3	19	5	8
- O=C(Nc1ccc(Cl)cc1)NC1(C(=O)NCCCN2CCOCC2)CCCCC1
    5	0	-5	0	-3	19	-19	-1	-2
- CCOC(=O)N1CCC(NC(=O)Cn2ncc3c2-c2cc(C)ccc2OC3)CC1
    19	5	16	-2	-24	x	12	10	1
- CCOC(=O)C1CCN(CC(O)COc2ccc(C(C)(C)C)cc2)CC1 (centres undefined)
    5	-7	2	3	0	x	7	4	11
- CC(=O)Nc1cccc(Oc2cc(C#N)c(C#N)cc2N2CCOCC2)c1
    3	6	-4	-3	5	-5	25	9	0
- Cc1cc(O)ccc1NC(=O)c1ccccc1
    -1	-3	9	x	-1	x	30	4	-2
- O=C(c1cccs1)N1CCC(c2nc(-c3ccc(S(=O)(=O)N4CCOCC4)cc3)no2)CC1
    4	1	1	2	11	-1	28	4	8
- O=C(Nc1ccccc1-c1ccccc1)c1cnccn1
    13	5	2	7	-2	0	2	6	-1
- CCOC(=O)C1CCN(C(=O)CN(c2cccc(OC)c2)S(=O)(=O)c2ccccc2)CC1
    8	2	1	7	-6	20	-3	6	-7
- O=C(NCc1nc2ccccc2[nH]1)c1ccc(S(=O)(=O)N2CCOCC2)cc1
    9	4	-3	4	-13	7	-3	6	0
- CC1CCN(c2ccc(C(=O)O)cc2N)CC1
    16	1	6	0	-12	-12	4	6	2
- O=C(O)c1c[nH]c2ccc(S(=O)(=O)N3CCN(c4ccc(F)cc4)CC3)cc2c1=O
    24	11	-6	9	-39	-2	-16	1	-6
- O=C(NC1CCCCCC1)c1c(F)c(F)c(F)c(F)c1F
    -28	-17	-14	-1	-150	-1	10	-31	-18
- CN(C)c1ccc(C2OC(=O)C3(CCCC3)C(=O)C2(C)C)cc1 (centres undefined)
    11	6	7	-3	1	9	5	9	-2
- CN(C)c1nc2c(c(=O)n(C)c(=O)n2C)n1CC(=O)c1cccs1
    4	-2	4	-3	-8	0	5	4	-1
- O=C(Nc1ccc(Cl)cc1)N1CCC(c2nc(-c3ccc(F)cc3)no2)CC1
    -1	-2	9	0	-5	-1	-8	10	5
- O=C(Cn1ncc2c1-c1ccccc1OC2)N1CCN(c2ccccn2)CC1
    -1	-8	4	2	-37	12	4	-20	2
- CCC(CC)C(=O)NCc1ccccc1Cl
    16	7	-17	8	15	10	5	6	11
- C[C@H](NC(=O)Nc1ccc2c(c1)OCCO2)C(=O)O
    5	3	10	2	5	-5	-5	6	8
- COc1ccccc1NC(=O)CN1C(=O)C(C)Oc2ccccc21 (centres undefined)
    16	-1	17	3	-7	x	0	7	0
- Cc1nn2c(C(F)(F)F)cc(-c3ccc(Cl)cc3)nc2c1C(=O)N1CCOCC1
    -2	2	4	1	0	x	9	5	0
- CN1CCN(c2nc3c(c(=O)n(C)c(=O)n3C)n2CC(=O)C23CC4CC(CC(C4)C2)C3)CC1
    -4	0	11	4	-64	-3	3	5	2
- O=C(CSc1nnnn1-c1ccccc1)N1CCN(C(=O)c2ccco2)CC1
    10	5	8	-3	-21	24	11	20	5
- O=C(NCCN1CCN(C(=O)NC2CCCCC2)CC1)NC1CCCCC1
    1	2	6	-5	-29	-1	11	1	-4
- CCCc1cc(-c2n[nH]c(C)c2-c2ccc(C(=O)OCC)o2)c(O)cc1O
    0	-10	0	0	0	-5	-1	2	11
- COc1ccc(CCn2c(=N)c(C(=O)N3CCN(C)CC3)cc3c(=O)n4ccccc4nc32)cc1
    -5	-2	9	0	-82	0	-5	-21	-16
- COC(=O)C1=CN(C(C)C)C=C(C(=O)OC)C1c1cc2c(cc1Br)OCO2
    -15	-4	11	5	-26	-4	12	-8	-4
- COc1ccc(C2C(C#N)=C(N)Oc3n[nH]c(-c4ccccn4)c32)c(OC)c1OC (centres undefined)
    1	4	-14	1	2	-1	14	19	5
- O=C(CN1C(=O)c2ccccc2C1=O)N1CCN(c2ccccn2)CC1
    0	-1	-4	-6	-1	28	31	6	-3
- O=c1c2cnn(-c3ccccc3)c2ncn1/N=C/c1ccncc1
    -1	3	7	6	14	10	4	2	6
- O=C(NCC1CCCO1)c1cccnc1Nc1ccccc1F (centres undefined)
    -4	1	6	1	2	-3	-8	4	-2
- CCC(Sc1nc2n[nH]c(C)c2c(=N)n1-c1cccc(Cl)c1)C(=O)NCCOC (centres undefined)
    7	4	9	7	11	24	13	6	10

Ordered by the number under FXIIa inh mix (high to low): 3 from the list above.
SMILES	FXIIa inh mix
CCC(Sc1nc2n[nH]c(C)c2c(=N)n1-c1cccc(Cl)c1)C(=O)NCCOC (centres undefined)	9
O=C(NCC1CCCO1)c1cccnc1Nc1ccccc1F (centres undefined)	6
O=C(CN1C(=O)c2ccccc2C1=O)N1CCN(c2ccccn2)CC1	-4

Structural class: the entries above with an NH in an aromatic ring (eight)
Every second line gives: CatS block	CatB mix inh	FXIIa inh mix	CatB block	C1s inh	CatL block	AP complement	FXIa mix inh	Cathepsin G inh
- CN(Cc1ccccc1)c1nc2c(c(=O)[nH]c(=O)n2C)n1CCOc1ccccc1
    11	-3	0	-2	-1	-9	-8	3	-4
- CCCCCn1c(SCc2cccc(C)c2)nc2c1c(=O)[nH]c(=O)n2C
    -15	0	2	-2	-49	-6	21	-8	0
- COc1ccc(C)cc1-n1c(-c2ccncc2)n[nH]c1=S
    3	1	0	1	-15	4	-6	-2	-8
- O=C(NCc1nc2ccccc2[nH]1)c1ccc(S(=O)(=O)N2CCOCC2)cc1
    9	4	-3	4	-13	7	-3	6	0
- O=C(O)c1c[nH]c2ccc(S(=O)(=O)N3CCN(c4ccc(F)cc4)CC3)cc2c1=O
    24	11	-6	9	-39	-2	-16	1	-6
- CCCc1cc(-c2n[nH]c(C)c2-c2ccc(C(=O)OCC)o2)c(O)cc1O
    0	-10	0	0	0	-5	-1	2	11
- COc1ccc(C2C(C#N)=C(N)Oc3n[nH]c(-c4ccccn4)c32)c(OC)c1OC (centres undefined)
    1	4	-14	1	2	-1	14	19	5
- CCC(Sc1nc2n[nH]c(C)c2c(=N)n1-c1cccc(Cl)c1)C(=O)NCCOC (centres undefined)
    7	4	9	7	11	24	13	6	10

High-throughput results from PubChem.
